ERp5 block: inhibitors of human ERp5; Q15084; ERp5 insulin aggregation, absorbance 650 nm, 90 min; inhibition, % at 9.99 µM; actives 0.05% (n = 350,000); AID 651711;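 active means mean replicate inhibition above about 25%, with every replicate also reaching it, limit read from the data, passing the limit was not always enough; inconclusive means only one of those two criteria met; inactive means neither criterion met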
Target sequence (Q15084 whole entry, looked up): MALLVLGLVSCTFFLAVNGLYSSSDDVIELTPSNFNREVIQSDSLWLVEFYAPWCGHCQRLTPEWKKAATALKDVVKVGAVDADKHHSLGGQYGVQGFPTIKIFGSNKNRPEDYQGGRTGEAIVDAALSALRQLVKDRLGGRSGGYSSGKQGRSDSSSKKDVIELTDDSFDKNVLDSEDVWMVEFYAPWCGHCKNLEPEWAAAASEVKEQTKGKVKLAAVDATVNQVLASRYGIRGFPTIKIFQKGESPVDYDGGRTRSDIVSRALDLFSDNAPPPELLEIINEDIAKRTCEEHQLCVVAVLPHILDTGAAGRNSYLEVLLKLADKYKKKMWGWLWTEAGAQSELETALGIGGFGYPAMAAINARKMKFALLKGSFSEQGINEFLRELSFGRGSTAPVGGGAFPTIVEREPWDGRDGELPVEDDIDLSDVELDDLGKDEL
esBAF inh: inhibitors of esBAF chromatin remodeling in mouse ES cells | AID 602393 | reporter increase, % at 12.5 µM | Bmi1-luciferase knock-in reporter, 24 h; 100% = twice the neutral-well signal | actives 2% (n = 350,000); in the data active means activation above about 40%; inconclusive means no clear call, values can overlap the other calls;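 further: 0% = median of the plate's neutral control wells and 100% = double that signal; a rise in the Bmi1 reporter signal indicates esBAF inhibition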
miR-122 sensor: miR-122 inhibition in Huh7 cells | Huh7 miR-122 Renilla luciferase sensor, 48 h; neutral wells = 0, positive control = 100 | activation (reporter increase), % at 12.5 µM | actives 0.3% (n = 340,000) | AID 602342;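 active means mean replicate activation score at least 90 and every replicate individually at or above 90; inconclusive means only one of the two criteria met; inactive means neither criterion met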;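 further: higher luciferase means less miR-122 activity so hits act as miR-122 inhibitors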
ARNT-TACC3 inh: disrupts binding between human ARNT and TACC3; Q9Y6A5; AlphaScreen His-ARNT PAS-B/GST-TACC3 binding, luminescence; TACC3 fragment carries E629A point mutation; inhibition, % at 9.99 µM; actives 0.66% (n = 390,000);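 active means mean inhibition of replicates at least 50% and at least half of replicates each reaching 50%; inconclusive means half or more replicates reach 50% but mean below 50%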;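 further: 0% = complete ARNT plus TACC3 wells and 100% = ARNT alone without TACC3; many hits fall short of the cut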
C2C12 statin: suppressors of simvastatin-induced myotoxicity in C2C12 myotubes; ATP luminescence, 48 h; scaled: DMSO 0, geranylgeraniol control 100; rescue of ATP level, % at 7.49 µM; actives 0.78% (n = 330,000);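 active means mean ATP rescue above about 67%, or every replicate alone reaching that limit, limit read from the data, passing the limit was not always enough; inconclusive means no clear call, values can overlap the other calls; inactive means mean under the limit and some replicate under it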;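 further: myotubes were challenged with 10 µM simvastatin during compound exposure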
Cneo AK release: Cryptococcus neoformans lysis via adenylate kinase release; C. neoformans lysis, adenylate kinase release luminescence, 4 h; normalised: neutral wells 0, clomiphene wells 100; lysis activity, % at 15 µM; actives 0.2% (n = 360,000); AID 651654;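 active means mean lysis activity across replicates of at least 80%, whatever share of replicates individually reach that level; inactive means mean lysis activity below 80%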
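Material – log-phase Cryptococcus neoformans yeast cells · Input – 5 × 10^6 yeast cells/mL · Medium – fresh YPD growth medium · Doses – single compound concentration per well · Timing – static 4 h at 37 °C with compound, 1 h detection · Detection – adenylate kinase release luminescence · Read-out – signal increase indicating cell lysis · Control set – Clomiphene as positive lysis control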
SIRT5 block: inhibitors of human sirtuin-5 desuccinylase; Q9NXA8; Purified SirT5, succinyl-peptide AMC, trypsin-coupled fluorescence; inhibition, % at 15 µM; actives 1.1% (n = 330,000); in the data active means inhibition above about 15%; inconclusive means no clear call, values can overlap the other calls
Target sequence (Q9NXA8 whole entry, looked up): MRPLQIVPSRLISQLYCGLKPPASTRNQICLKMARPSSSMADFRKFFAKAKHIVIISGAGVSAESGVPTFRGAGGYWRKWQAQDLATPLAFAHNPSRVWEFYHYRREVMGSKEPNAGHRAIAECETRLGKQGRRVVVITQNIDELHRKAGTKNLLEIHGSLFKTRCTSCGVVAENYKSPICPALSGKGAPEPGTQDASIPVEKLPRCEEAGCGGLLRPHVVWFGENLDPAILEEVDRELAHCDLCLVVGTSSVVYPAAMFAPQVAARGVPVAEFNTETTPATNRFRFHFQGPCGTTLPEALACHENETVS
* = called active by the depositor; [ ] = another dose, or the depositor's remark.

`CCOc1cc2c(c3c1C(c1ccccc1)N(S(=O)(=O)c1ccc(C)cc1)C3)C(=O)C=CC2=O` (configuration not stated) gave ERp5 block -5, esBAF inh -85, miR-122 sensor -23, C2C12 statin -115, Cneo AK release 1 and SIRT5 block 7.
O=C(COc1ccccc1)NNC(=O)COc1ccc([N+](=O)[O-])cc1 was read as ERp5 block 2, esBAF inh -5, miR-122 sensor -3, ARNT-TACC3 inh -18, C2C12 statin -4 and SIRT5 block 1.
For CCOc1ccc2nc(NC(=O)CSc3nc4ccccc4c(=O)n3Cc3ccco3)sc2c1 the results were miR-122 sensor 5, ARNT-TACC3 inh 4 and Cneo AK release -1.
For C[C@H](CO)N1C[C@H](C)[C@H](CN(C)Cc2ccc(C(=O)O)cc2)Oc2c(NC(=O)C3CCOCC3)cccc2C1=O the results were ERp5 block 1, esBAF inh 5, miR-122 sensor -5[16.7 µM], ARNT-TACC3 inh -1, C2C12 statin 3, Cneo AK release 6 and SIRT5 block 1.
Screening CC(OC(=O)Cc1n[nH]c(=O)c2ccccc12)C(=O)Nc1cc(Cl)cc(Cl)c1 (configuration not stated) returned ERp5 block -2, esBAF inh 5, miR-122 sensor 1, ARNT-TACC3 inh 6, C2C12 statin -3, Cneo AK release -1 and SIRT5 block 2.
For COc1cccc(/C(O)=C2/C(=O)C(=O)N(CCN(C)C)C2c2ccccn2)c1 (configuration not stated) the results were esBAF inh 14, miR-122 sensor 11, ARNT-TACC3 inh -6, C2C12 statin -8 and Cneo AK release -2.
`O=C(CCN1C(=O)COc2ccccc21)NCc1ccco1` gave esBAF inh 6, ARNT-TACC3 inh 0, C2C12 statin 20 and Cneo AK release -2.
O=C(O)C1CCCN1S(=O)(=O)c1ccc2c(c1)CCC2 (configuration not stated) was read as ERp5 block -91, esBAF inh -3, miR-122 sensor -12, ARNT-TACC3 inh 2, C2C12 statin -6, Cneo AK release 0 and SIRT5 block -2.
Cc1ccc(C(=O)COc2ccc3c(C)cc(=O)oc3c2)cc1 was read as ERp5 block 3, esBAF inh 4, miR-122 sensor 3, ARNT-TACC3 inh 5, C2C12 statin 0, Cneo AK release -2 and SIRT5 block -5.
Screening Cc1ccc(S(=O)(=O)NCc2ccccc2)cc1C(=O)N(C)Cc1ccccc1F returned ERp5 block 3, esBAF inh -1, ARNT-TACC3 inh -1, C2C12 statin 1, Cneo AK release 4 and SIRT5 block 0.
Screening CC(CO)NS(=O)(=O)c1ccc(Br)cc1F (configuration not stated) returned ERp5 block 5, esBAF inh -10, ARNT-TACC3 inh -3, C2C12 statin -1, Cneo AK release -1 and SIRT5 block -2.
Screening Cc1ccc(S(=O)(=O)Nc2ccc3c(c2)C(=O)N([C@@H](C)CO)C[C@H](C)[C@H](CN(C)S(=O)(=O)c2ccc(C)cc2)O3)cc1 returned ERp5 block -1, esBAF inh 1, miR-122 sensor -10[16.7 µM], ARNT-TACC3 inh -4, C2C12 statin 22, Cneo AK release 0 and SIRT5 block 3.
Screening COc1ccc(C(=O)Cn2c(NCCO)nc3ccccc32)cc1 returned ERp5 block -1, esBAF inh -4, miR-122 sensor 1, ARNT-TACC3 inh -9, C2C12 statin 2, Cneo AK release -22 and SIRT5 block 0.
`O=C(CCS(=O)(=O)Cc1ccccc1)N1CCN(c2ccc([N+](=O)[O-])cc2)CC1` gave ERp5 block 1, esBAF inh -11, miR-122 sensor 5, ARNT-TACC3 inh 6, C2C12 statin -4, Cneo AK release 0 and SIRT5 block -10.
Screening O=C(NCC(O)c1ccccc1)c1cccc(S(=O)(=O)N2CCOCC2)c1 (configuration not stated) returned esBAF inh 14, miR-122 sensor -6, ARNT-TACC3 inh -2, C2C12 statin 4 and Cneo AK release 7.
`O=C(Cn1cncn1)N/N=C/c1ccccc1O` gave ERp5 block 4, ARNT-TACC3 inh 78* and SIRT5 block -1.
`CCCC(=O)Nc1ccc2c(c1)C(=O)N(C)C[C@@H](OC)[C@H](C)CN(CCC)[C@H](C)CO2` gave ERp5 block 3, esBAF inh -1, miR-122 sensor 1[16.7 µM], ARNT-TACC3 inh 2, C2C12 statin 2, Cneo AK release 8 and SIRT5 block 6.
For C=CCOc1ccc(/C=C\c2nc(O)c([N+](=O)[O-])c(=O)[nH]2)cc1OC the results were esBAF inh 4, ARNT-TACC3 inh 6, C2C12 statin 16 and Cneo AK release -1.
For CCOc1nc(NCCO)nc(NCCC2=CCCCC2)n1 the results were esBAF inh 2, miR-122 sensor -1, ARNT-TACC3 inh -2, C2C12 statin 11 and Cneo AK release 0.
Screening O=C(COC(=O)c1ccc(F)cc1F)Nc1ccc2c(c1)OCO2 returned ERp5 block -1, esBAF inh 2, miR-122 sensor 2, C2C12 statin 1 and Cneo AK release -1.
For NC(Cc1ccc(C(F)(F)F)cc1)c1csc(Nc2ccc(S(N)(=O)=O)cc2)n1 (configuration not stated) the results were ERp5 block 5, esBAF inh -2, miR-122 sensor -3, C2C12 statin -2, Cneo AK release 11 and SIRT5 block 1.
For NC(=O)NC(CC(=O)NNC(=O)c1ccccn1)c1ccc(Cl)cc1 (configuration not stated) the results were ERp5 block 2, esBAF inh -3, miR-122 sensor 5, ARNT-TACC3 inh 33, C2C12 statin -1, Cneo AK release -1 and SIRT5 block -1.
COc1cc(C2c3[nH]c4ccccc4c3C[C@@H]3C(=O)N(Cc4ccco4)CC(=O)N23)cc(OC)c1OC (some centres not stated) was read as ERp5 block 1, esBAF inh -1, miR-122 sensor -7, ARNT-TACC3 inh 2, C2C12 statin 15, Cneo AK release 3 and SIRT5 block -6.
CC1CCCC(NS(=O)(=O)c2ccc3c(c2)OCCO3)C1C (configuration not stated) was read as esBAF inh 6, miR-122 sensor inconclusive, ARNT-TACC3 inh 1, C2C12 statin 16 and Cneo AK release -1.
`COc1ccc(CCNC(=O)CSCc2ccc(Br)cc2)cc1OC` gave ERp5 block 2, esBAF inh 0, miR-122 sensor -5, ARNT-TACC3 inh 0, C2C12 statin 30, Cneo AK release 3 and SIRT5 block -19.
Cc1nc(SCC(=O)N2CCN(c3ccccc3)CC2)n[nH]1 was read as ERp5 block 1, esBAF inh 1, miR-122 sensor -2, ARNT-TACC3 inh 8, C2C12 statin -6, Cneo AK release 4 and SIRT5 block 1.
Screening Cc1ccccc1NC(=S)NC(NC(=O)N(C)C)C(Cl)(Cl)Cl (configuration not stated) returned esBAF inh 8, miR-122 sensor 4, ARNT-TACC3 inh -9, C2C12 statin -8 and Cneo AK release 2.
COc1ccc(NC(=O)N(C)C[C@@H]2OCCCC[C@@H](C)Oc3ccc(NS(=O)(=O)c4ccc(C)cc4)cc3C(=O)N([C@H](C)CO)C[C@@H]2C)cc1 was read as ERp5 block 0, esBAF inh -5, miR-122 sensor -3[16.7 µM], ARNT-TACC3 inh -2, Cneo AK release 0 and SIRT5 block 5.
For Cc1cccc(CC2CC(=O)N(C3CCCCC3)C2=O)c1 (configuration not stated) the results were ERp5 block 3, miR-122 sensor -5, ARNT-TACC3 inh -7 and SIRT5 block -5.
`CCN(CC(=O)Nc1c(F)cccc1F)C(=O)C1Cc2ccccc2CN1S(=O)(=O)CC` (configuration not stated) gave ERp5 block 0, esBAF inh 3, ARNT-TACC3 inh -2, C2C12 statin 13, Cneo AK release 3 and SIRT5 block 2.
`O=S(O)OC1CS(=O)(=O)CC1c1ccccc1` (configuration not stated) gave ERp5 block 0, esBAF inh -9, miR-122 sensor -5, ARNT-TACC3 inh 0, C2C12 statin 6, Cneo AK release -8 and SIRT5 block -12.
COC(=O)c1ccc(C(=O)OC)c(=O)[nH]1 was read as ERp5 block 6, esBAF inh -3, miR-122 sensor 3, ARNT-TACC3 inh 24, C2C12 statin -24, Cneo AK release 0 and SIRT5 block -14.
For CC(C(=O)NC1CCCCC1)N1CCN(C)CC1 (configuration not stated) the results were ERp5 block 3, esBAF inh -9, miR-122 sensor 0, ARNT-TACC3 inh 1, C2C12 statin -6, Cneo AK release 0 and SIRT5 block -4.
For CC(C)NC(=O)N1C[C@@H]2[C@H](c3ccccc31)[C@H](CO)N2Cc1ccc(Cl)cc1 the results were ERp5 block 5, esBAF inh -5, miR-122 sensor -11[16.7 µM], ARNT-TACC3 inh -6, C2C12 statin -27, Cneo AK release -1 and SIRT5 block -1.
For O=C(COC(=O)c1cccc2ccccc12)NCC1CCCO1 (configuration not stated) the results were ERp5 block 5, ARNT-TACC3 inh 0 and SIRT5 block -9.
For O=C(NCc1ccccc1)c1onc(CS(=O)(=O)c2ccccn2)c1C(=O)NCc1ccccc1 the results were ERp5 block -4, esBAF inh -4, miR-122 sensor 3, ARNT-TACC3 inh -15, C2C12 statin -2, Cneo AK release 1 and SIRT5 block 0.
O=C(CNC1CCCC1)Nc1cc(Cl)ccc1[N+](=O)[O-] was read as ERp5 block 1, esBAF inh -8, miR-122 sensor 4, ARNT-TACC3 inh 37, C2C12 statin 9, Cneo AK release -2 and SIRT5 block -1.
Screening COc1ccc(N2CCN(C(=O)c3cc(=O)[nH]c4ccccc34)CC2)cc1 returned ERp5 block -1, esBAF inh -3, miR-122 sensor 2, ARNT-TACC3 inh -2, C2C12 statin 11 and SIRT5 block 3.
For COc1cc(/C=N/n2c(SC)nnc(C(C)(C)C)c2=O)ccc1O the results were esBAF inh -3, miR-122 sensor -7, ARNT-TACC3 inh -60, C2C12 statin -12 and Cneo AK release 0.
Cc1cc(C(=O)N2CC(C)CC(C)C2)n(-c2ccccc2)n1 (configuration not stated) was read as ERp5 block -8, esBAF inh 7, miR-122 sensor 8, ARNT-TACC3 inh 1, C2C12 statin 13, Cneo AK release -1 and SIRT5 block -3.

Arranged by length of the SMILES (descending): part of the list above
COc1ccc(NC(=O)N(C)C[C@@H]2OCCCC[C@@H](C)Oc3ccc(NS(=O)(=O)c4ccc(C)cc4)cc3C(=O)N([C@H](C)CO)C[C@@H]2C)cc1 was read as ERp5 block 0, esBAF inh -5, miR-122 sensor -3[16.7 µM], ARNT-TACC3 inh -2, Cneo AK release 0 and SIRT5 block 5.
COc1cc(C2c3[nH]c4ccccc4c3C[C@@H]3C(=O)N(Cc4ccco4)CC(=O)N23)cc(OC)c1OC (some centres not stated) was read as ERp5 block 1, esBAF inh -1, miR-122 sensor -7, ARNT-TACC3 inh 2, C2C12 statin 15, Cneo AK release 3 and SIRT5 block -6.
For O=C(NCc1ccccc1)c1onc(CS(=O)(=O)c2ccccn2)c1C(=O)NCc1ccccc1 the results were ERp5 block -4, esBAF inh -4, miR-122 sensor 3, ARNT-TACC3 inh -15, C2C12 statin -2, Cneo AK release 1 and SIRT5 block 0.
Screening COc1ccc(N2CCN(C(=O)c3cc(=O)[nH]c4ccccc34)CC2)cc1 returned ERp5 block -1, esBAF inh -3, miR-122 sensor 2, ARNT-TACC3 inh -2, C2C12 statin 11 and SIRT5 block 3.
For COc1cc(/C=N/n2c(SC)nnc(C(C)(C)C)c2=O)ccc1O the results were esBAF inh -3, miR-122 sensor -7, ARNT-TACC3 inh -60, C2C12 statin -12 and Cneo AK release 0.
Screening Cc1ccccc1NC(=S)NC(NC(=O)N(C)C)C(Cl)(Cl)Cl (configuration not stated) returned esBAF inh 8, miR-122 sensor 4, ARNT-TACC3 inh -9, C2C12 statin -8 and Cneo AK release 2.
Cc1cc(C(=O)N2CC(C)CC(C)C2)n(-c2ccccc2)n1 (configuration not stated) was read as ERp5 block -8, esBAF inh 7, miR-122 sensor 8, ARNT-TACC3 inh 1, C2C12 statin 13, Cneo AK release -1 and SIRT5 block -3.

High-throughput results: PubChem, Broad Institute
